PP5 inh: PP5 (human) phosphatase inhibition. P53041. purified PP5c, OMFP substrate fluorescence. inhibition, % at 6.7 µM. 0.18% of 320,000 active. AID 1987;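 active means inhibition above the campaign's mean inhibition across all tested compounds plus 3 SD, cut at about 9.5% in these data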;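 further: 0% = DMSO only and 100% = 100 µM cantharidin control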
Target sequence (P53041 whole entry, looked up): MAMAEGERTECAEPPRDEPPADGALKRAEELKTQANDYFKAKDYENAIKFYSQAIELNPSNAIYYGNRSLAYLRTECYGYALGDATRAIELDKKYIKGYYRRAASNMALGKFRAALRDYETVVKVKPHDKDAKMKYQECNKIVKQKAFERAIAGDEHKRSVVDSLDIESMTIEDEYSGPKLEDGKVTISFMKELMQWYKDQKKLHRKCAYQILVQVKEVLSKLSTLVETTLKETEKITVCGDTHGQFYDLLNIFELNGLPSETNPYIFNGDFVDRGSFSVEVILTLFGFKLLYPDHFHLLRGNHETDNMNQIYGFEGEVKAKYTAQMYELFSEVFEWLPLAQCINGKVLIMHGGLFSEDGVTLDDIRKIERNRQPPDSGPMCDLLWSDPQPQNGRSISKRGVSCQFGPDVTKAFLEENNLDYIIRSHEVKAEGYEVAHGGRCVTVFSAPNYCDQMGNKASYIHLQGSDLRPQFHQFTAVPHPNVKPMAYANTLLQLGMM
HCV core dimer: HCV core protein dimerization inhibition | TR-FRET GST/Flag-core106 dimerization, 1536-well | AID 1899 | inhibition, % at 5 µM | 0.33% of 300,000 active;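 active means inhibition above the mean of all tested compounds plus 3 SD, set per screening campaign, cut at about 45% in these data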
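Assay system – GST-tagged and Flag-tagged HCV core protein residues 1-106 · Quantity – core106 proteins, GST 13.5 nM and Flag 17 nM · Benchmarks – unlabelled core106 and no-GST-core106 wells · Read-out basis – percent inhibition of core106 dimerization signal · Detection – time-resolved FRET, ex 340 nm, em 617 and 671 nm · Schedule – 4 h at 22.5 °C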
PP1 counter: counter-screen for PP5 inhibitors: inhibitors of human PP1-alpha; P62136; purified PP1alpha, OMFP fluorescence; inhibition, % at 6.7 µM; 0.9% of 320,000 active; AID 2235;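 active means inhibition above the mean inhibition of all tested compounds plus 3 SD, computed separately for each screening campaign, cut at about 15% in these data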
Yeast superoxide: yeast age-related superoxide inhibition as caloric restriction mimetic; S. cerevisiae aged cells, superoxide DHE fluorescence; stronger effect = lower value; superoxide response (% of plate mean), % at 10 µM; 0.18% of 330,000 active; AID 2690;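 active means superoxide response under a set limit, about three screen SD below normal, cut at about 65% in these data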;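 further: yeast aged for seven days with compound at 30 °C before DHE staining; 100% = average MFI of all compound-treated wells on the plate with controls excluded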
TPT1 inhibitor: C. albicans TPT1 enzyme inhibition; AID 1962; 0.81% of 300,000 active; inhibition, % at 5 µM; recombinant caTPT1, FP RNA substrate dephosphorylation;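 active means inhibition above the mean of all tested compounds plus 3 SD, set per screening campaign, cut at about 24% in these data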;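 further: plate controls were DMSO alone for no effect and ferristatin control at 100 nM for full effect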
ZTA DNA inh: ZTA (EBV) inhibition in EBNA-1 counter-screen; P03206; ZTA-DNA binding, fluorescence polarization; inhibition, % at 11 µM; 0.15% of 320,000 active; in the data active means inhibition above about 33%
JMJD2C inh: human JMJD2C demethylase inhibition. AID 2099. Q9H3R0. 0.069% of 330,000 active. inhibition, % at 2.35 µM. GST-JMJD2C(1-420) H3K9me3 demethylation, DELFIA europium;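 active means more than half of a compound's replicate wells show inhibition beyond 50%, single wells judged on their own value; inconclusive means some, but no more than half, of replicates pass 50% inhibition; inactive means no replicate passes 50% inhibition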;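 further: signal counts dimethyl H3K9 product captured on neutravidin plate; 0% = median of DMSO wells and 100% = 0.3 times that DMSO median; strong numbers were not always called active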
Target sequence (Q9H3R0 1-420 limits assumed): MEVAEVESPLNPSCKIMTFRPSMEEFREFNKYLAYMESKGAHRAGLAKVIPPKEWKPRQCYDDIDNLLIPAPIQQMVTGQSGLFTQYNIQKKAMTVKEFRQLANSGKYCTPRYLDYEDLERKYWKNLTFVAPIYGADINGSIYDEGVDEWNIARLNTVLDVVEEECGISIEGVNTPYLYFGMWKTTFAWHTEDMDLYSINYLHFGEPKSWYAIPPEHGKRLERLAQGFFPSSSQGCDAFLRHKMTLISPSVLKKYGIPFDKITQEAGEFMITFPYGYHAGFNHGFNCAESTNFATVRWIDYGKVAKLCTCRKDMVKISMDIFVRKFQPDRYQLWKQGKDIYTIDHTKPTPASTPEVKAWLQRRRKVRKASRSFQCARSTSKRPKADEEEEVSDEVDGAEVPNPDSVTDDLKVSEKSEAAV
Fh CTSL1 inh: cathepsin L1 inhibition, PFM18AAP counter-screen; inhibition, % at 5.96 µM; 0.49% of 300,000 active; recombinant F. hepatica cathepsin L1, Z-Leu-Arg-MCA fluorescence;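 active means inhibition above the mean of all tested compounds plus 3 SD, set per screening campaign, cut at about 17% in these data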;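 further: 0% = plate median of test compound wells and 100% = 1 µM Z-Phe-Ala-diazomethylketone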
EBNA-1 inh: blocks EBNA-1 binding to DNA | EBNA-1 DNA binding, fluorescence polarization | inhibition, % at 14.8 µM | 0.34% of 300,000 active; in the data active means inhibition above about 28%
Active calls of the source: *; ? = inconclusive; · = no result given.

SMILES	PP5 inh	HCV core dimer	PP1 counter	Yeast superoxide	TPT1 inhibitor	ZTA DNA inh	JMJD2C inh	Fh CTSL1 inh	EBNA-1 inh
CN1C(=O)CC(Nc2cccc3cccc(N)c23)C1=O (configuration not stated)	2.5	-5	-6	86	2	20	10	-5	5
CNC(=O)c1cc2c(ccc3ccccc32)oc1=N	-1.9	11	1	90	-4	8	9	5	-7
CCCc1cc(-c2n[nH]c(=S)n2Cc2ccccc2)cs1	3.6	3	-1	106	-6	2	6	-2	-13
CON1C(=O)C(=O)N(OC)C(C)(C)C1(C)C	-0.7	-4	0	90	1	11	1	4	-6
C[C@H](NC(=O)C1CC(=O)N(c2ccc3c(c2)OCCO3)C1)C(=O)N1CCC(C(=O)O)CC1 (some centres not stated)	0.3	-5	-3	105	2	1	16	1	-7
Cc1cccc(C)c1NC(=S)N(Cc1cccs1)C1CCCC1	2.3	1	-1	88	2	-6	-11	-2	5
COc1ccc(C2c3cc(OC)c(OC)cc3CCN2C(=O)c2cccc([N+](=O)[O-])c2)cc1OC (configuration not stated)	0.1	10	-6	137	-5	3	3	-1	1
CCN(C(=O)CSc1nnc(-c2ccc3c(c2)OCO3)o1)C1CCS(=O)(=O)C1 (configuration not stated)	-0.2	·	-2	92	·	4	-1	·	·
CC(OC(=O)COc1ccccc1)C(=O)NC1CCCC1 (configuration not stated)	-1.7	·	-5	108	·	13	9	·	·
O=C(CSc1nc(O)cc(=O)[nH]1)Nc1ccc2c(c1)CCC2	1.6	1	9	108	-1	9	·	1	2

Two neighbouring records from above, quoted:
SMILES	PP5 inh	HCV core dimer	PP1 counter	Yeast superoxide	TPT1 inhibitor	ZTA DNA inh	JMJD2C inh	Fh CTSL1 inh	EBNA-1 inh
CC(OC(=O)COc1ccccc1)C(=O)NC1CCCC1 (configuration not stated)	-1.7	·	-5	108	·	13	9	·	·
O=C(CSc1nc(O)cc(=O)[nH]1)Nc1ccc2c(c1)CCC2	1.6	1	9	108	-1	9	·	1	2

Continued.
SMILES	PP5 inh	HCV core dimer	PP1 counter	Yeast superoxide	TPT1 inhibitor	ZTA DNA inh	JMJD2C inh	Fh CTSL1 inh	EBNA-1 inh
Cc1c(C(=O)NC2CCS(=O)(=O)C2)oc2ccccc12 (configuration not stated)	-1.2	-10	0	97	-4	-13	-8	0	2
CSCCC(NS(=O)(=O)c1ccc(C)cc1)C(=O)N1CCCCCCC1 (configuration not stated)	-0.1	·	-1	87	·	-10	12	·	·
O=S(=O)(c1cccc(-c2cn3ccccc3n2)c1)N1CCCCC1	-3.1	6	-3	107	-1	6	-2	-4	7
CN1CCN(c2ccc(NC(=O)CN3CCOCC3)cc2F)CC1	-1.9	-3	-2	112	2	-17	5	1	-3
CN(/N=C/c1ccncc1)c1cnc2ccccc2n1	0.1	1	1	95	3	-16	11	2	0
COC(=O)c1ccc(NC(=O)C23CC4CC(C2)CC(n2cncn2)(C4)C3)cc1	1.1	-7	1	91	-7	-6	5	2	1
COc1cccc(C2C(C#N)=C(N)OC3=C2C(=O)CCC3)c1OC(=O)c1ccco1 (configuration not stated)	2.5	0	1	113	-1	0	16	-4	-10
CCOC(=O)C1(C)NC(c2cccs2)C2C(=O)N(c3ccc(OC)cc3)C(=O)C21 (configuration not stated)	-2.4	11	-1	94	3	22	55*	5	11
CCCCNC(=O)c1ccc(NC(=O)C2CCCO2)cc1 (configuration not stated)	-2.0	-7	-3	95	1	3	11	3	-2
O=C(Nc1ccc(Br)cc1)C1CC(O)CN1C(=O)OCc1ccccc1 (configuration not stated)	1.7	14	-3	108	-3	-1	-1	-1	8
CN(Cc1cnccn1)C(=O)C1CCC(=O)N(CCc2ccc(Cl)cc2)C1 (configuration not stated)	-1.2	-2	0	102	-5	8	-3	-4	-3
Cc1ccc(S(=O)(=O)N2CCOCC2)cc1NC(=O)CN1CCN(C)CC1	1.9	·	-4	118	·	-1	-5	·	·
COc1ccc(NC(=O)C2CCCN(S(=O)(=O)c3ccc4[nH]c(=O)ccc4c3)C2)cc1 (configuration not stated)	2.2	4	-3	94	-1	-4	-5	2	5
CCOC(=O)C1=NNC(C(=O)c2ccc(Cl)cc2)C1c1ccccc1 (configuration not stated)	1.4	2	1	88	-2	7	11	2	-1
CCOC(=O)c1sc(NC(=O)Cn2nnc3sc4c(c3c2=O)CCCC4)nc1C	8.5	15	6	108	18	8	1	-1	-8
O=C(O)CNC(=O)CC1S/C(=N/N=C2\CSC(=O)N2)NC1=O (configuration not stated)	0.6	1	-8	87	1	8	-1	1	3
COc1ccc(-c2nn(-c3ccccc3)cc2C(=O)N2CCN(S(=O)(=O)c3ccccc3C#N)CC2)cc1	1.2	13	-1	95	2	-1	4	-4	5
O=C(CC1OC(=O)c2ccccc21)Nc1ccccc1N1CCOCC1 (configuration not stated)	-1.3	4	0	90	-5	18	3	-3	12
COc1ccc(-c2cc3c(=O)n(CC(=O)NCCCN4CCC(N5CCCCC5)CC4)ncn3n2)cc1	0.5	-18	4	83	-2	2	4	1	-2
O=S(=O)(c1ccc2ccccc2c1)N(CC1CO1)c1ccccc1 (configuration not stated)	3.0	5	0	82	-4	-1	2	1	-2
CC(C)C(=O)Nc1nnc(SCC(=O)NCc2cccs2)s1	-3.6	-4	-4	93	32*	-8	16	7	7
CCOCCOC(=O)C1=C(C)N(C)C(=O)NC1c1cc(Cl)c(O)c(OCC)c1 (configuration not stated)	2.4	-10	0	110	1	-4	7	0	-12
COc1cc2c(cc1NC(=O)CSc1nnc(COc3ccc(Cl)cc3)n1C)oc1ccccc12	1.5	7	3	108	-1	3	-3	3	3
CC(=O)N1CCN=C1SCc1ccc(Br)cc1	-3.3	-2	-6	93	-1	-6	-1	-1	4
CCC1CCCCN1C(=O)c1cccc(S(=O)(=O)Nc2cc(C(F)(F)F)ccc2Cl)c1 (configuration not stated)	3.4	17	3	95	2	0	1	4	12
COc1ccc(OC)c(Nc2cc3ccccc3c(=O)[nH]2)c1	8.7	8	1	121	9	-3	-10	70*	-18
CCCc1ccc(C(=O)NNC(=O)c2ccc(Br)cc2)cc1	4.2	3	7	100	-1	-8	7	-1	2
COc1ccc(C2C(C(C)=O)=C(O)C(=O)N2c2ccccn2)cc1 (configuration not stated)	1.6	-4	-1	113	0	2	-1	-1	-2
Cc1ccc2oc(C(=O)N3CCC(C(N)=O)(N4CCCCC4)CC3)c(C)c2c1	0.7	4	-1	108	-2	19	-13	0	-18
Cc1ccccc1C(=O)NC1CCN(Cc2nnnn2C(C)(C)C)CC1	-2.5	2	-2	98	4	-8	-18	2	0
O=C(O)CNS(=O)(=O)c1cc(Cl)c(Cl)cc1Cl	-1.9	-2	-1	99	0	12	-3	-4	3
NC(=S)NN=C(c1ccccc1)c1ccccc1	1.1	-8	-1	111	-4	-7	-1	7	3
O=C(NCCCN1CCCC1)c1ccc(CS(=O)(=O)c2ccc(Cl)cc2)o1	-0.1	8	1	102	-2	2	-14	3	5
Cc1cccc(S(=O)(=O)Nc2nc3ccccc3nc2NCc2ccco2)c1	-1.2	2	2	93	2	-2	31	5	0
Nc1c(C(=O)OCC2CCCO2)c2nc3ccccc3nc2n1C1CCCC1 (configuration not stated)	1.8	-3	1	107	-4	0	33	2	5
Cc1cccc(-c2nn(-c3ccccc3)cc2C(=O)NCC(c2cccs2)N2CCOCC2)c1 (configuration not stated)	2.3	0	2	78	3	-11	-5	2	9
CCn1c(CCCCc2n[nH]c(=S)n2CC)n[nH]c1=S	-2.5	-3	0	96	-1	10	8	0	2
Cc1nc(C(F)(F)F)c(C(=O)NC(=O)Nc2ccccc2)s1	2.4	-4	0	98	-1	-5	2	-2	-4
O=C(Cc1ccccc1)NCC(=O)OCC(=O)c1ccc([N+](=O)[O-])cc1	-1.6	3	-2	93	0	16	5	-4	5
Cc1ccc(/C=N/Nc2nnc(Cc3ccccc3)c(=O)[nH]2)o1	-0.2	-14	1	104	-3	6	1	7	5
C/C(=N\NS(=O)(=O)c1ccc([N+](=O)[O-])cc1)c1cccs1	0.0	-11	-6	130	3	-10	-2	-3	-9
O=C(Cn1cc([N+](=O)[O-])cn1)Nc1nccs1	-0.5	2	-2	95	-6	12	-7	-2	-1
Cc1ccc(S(=O)(=O)/N=S(/c2ccccc2)C(C)C)cc1 (configuration not stated)	-0.1	5	-2	95	-1	5	5	-4	-4
Cc1ccc(C(=O)NCC(=O)OCCCn2c(=O)[nH]c3ccccc32)cc1	-0.6	3	-4	104	2	13	?	-1	4
CON(C)c1nc(OCCNC(=O)OCc2ccc(Cl)cc2Cl)nc(N(C)C)n1	3.6	-6	-4	125	1	0	4	-3	-8
O=C(Cn1ccc(C(F)(F)F)n1)NNC(=O)c1ccco1	1.3	·	-1	82	·	-2	25	·	·
Cc1ccc(-c2nnc(Oc3ccc(NC(=O)c4ccccc4)cc3)c3ccccc23)cc1	1.7	4	-1	118	-2	-7	2	-5	-4
COc1cc(C(=O)Oc2cc(C)[nH]c(=O)c2[N+](=O)[O-])cc(OC)c1OC	-2.1	16	-2	84	-1	13	7	-1	-3
O=C(CSc1ncnc2c1oc1ccccc12)NCc1ccc(F)cc1	0.0	30	-5	107	1	-17	3	1	-5
CC(=O)c1ccc(N2CCN(c3ncc(C(F)(F)F)cc3Cl)CC2)cc1	4.3	7	-1	104	4	10	3	3	-8

Additional results follow:
SMILES	PP5 inh	HCV core dimer	PP1 counter	Yeast superoxide	TPT1 inhibitor	ZTA DNA inh	JMJD2C inh	Fh CTSL1 inh	EBNA-1 inh
Nc1ccc(N2CCN(CCCCN3C(=O)C4CCCN4C3=O)CC2)cc1 (configuration not stated)	2.4	-9	4	95	-1	-7	8	1	-1
O=c1[nH]c(C(F)(F)F)nc2c1nnn2Cc1ccccc1F	1.6	0	2	105	2	8	-1	-1	-5
O=C(NC(=S)Nc1cccc(Cl)c1N1CCCC1)c1ccc(-c2cccc([N+](=O)[O-])c2)o1	1.1	7	-1	114	3	-4	4	-1	-10
Cc1nc2c3ccccc3n(CCN3CCCCC3)c2s1	0.8	-5	-4	98	-1	4	-8	-4	-1
NC(=O)c1cc([N+](=O)[O-])ccc1NCc1cccc(N)c1	4.6	-3	-2	96	-3	2	0	1	6
CCOc1ccc(S(=O)(=O)NCc2ccccc2OC)cc1	0.2	0	1	133	-1	12	2	2	2
O=C(Nc1ccc(F)cc1)NC1(C(=O)NCc2ccc3c(c2)OCO3)CCCCC1	-0.3	1	-2	92	-11	2	·	3	0
Cc1noc(C)c1COc1ccc(C(=O)OCc2nnc(-c3ccc(Cl)cc3)o2)cc1	6.5	17	4	103	3	16	1	-6	-1
COC(=O)CC1Sc2ccccc2NC1=O (configuration not stated)	0.5	-1	2	108	2	-2	9	-3	0
COc1ccc(Oc2cc(F)nc(N)n2)cc1	1.2	-3	-1	83	-4	-6	85	0	10
CCCCCC(=O)Nc1ccc(-c2csc(N)n2)cc1	-0.4	-2	0	108	2	22	40	1	2
Cc1ccc(Cl)cc1N1CCN(C(=O)Cn2ccc3ccccc3c2=O)CC1	1.8	1	1	102	0	7	1	2	-8
C/C(=N\NC(=O)c1ccco1)c1ccc(NC(=O)c2ccccc2)cc1	-1.3	2	-5	97	-5	-1	-10	1	5

Full records from above.
O=C(Nc1ccc(F)cc1)NC1(C(=O)NCc2ccc3c(c2)OCO3)CCCCC1 as listed: PP5 inh: -0.3; HCV core dimer: 1; PP1 counter: -2; Yeast superoxide: 92; TPT1 inhibitor: -11; ZTA DNA inh: 2; JMJD2C inh: ·; Fh CTSL1 inh: 3; EBNA-1 inh: 0
COc1ccc(Oc2cc(F)nc(N)n2)cc1 as listed: PP5 inh: 1.2; HCV core dimer: -3; PP1 counter: -1; Yeast superoxide: 83; TPT1 inhibitor: -4; ZTA DNA inh: -6; JMJD2C inh: 85; Fh CTSL1 inh: 0; EBNA-1 inh: 10

Assay outcomes deposited in PubChem by several laboratories.
